Nrf2 inh = Nrf2 qHTS screen for inhibitors | A549 ARE-Fluc reporter, luciferase luminescence, 18-24 h | Potency, µM (doses to about 46 µM), for inactives: at the highest dose activity change, negative = inhibition, actives largely listed as inhibitors | hit rate 2.1% among 360,000 | AID 504444, 2011; further: potency means the concentration at half of the fitted maximal effect; on the % scale 0 is the no-effect control and ±100 the full control effect; nearly all actives have a fitted effect of over 60% in size
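Nrf2 function is reported as luminescence of an ARE-controlled luciferase in A549 cells. Compounds were tested at several concentrations, and a CellTiter-Fluor read on the same wells flagged cytotoxicity.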
Nrf2 ARE act = qHTS of Nrf2 Activators; AREc32 ARE-luciferase reporter (MCF7-derived line), luminescence, 24 h; Potency, µM (series often up to 46.1 µM), for the others: top-dose activation, most hits filed as activators; hit rate 0.31% among 410,000; AID 624171, 2012; further: potency means the concentration at half of the fitted maximal effect; % of control where 0% means no effect; nearly all actives have a fitted effect of over 65% in size
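Luminescent ARE reporter assay in AREc32_Fluc cells: overnight plating at 37 deg C, 24 hr compound incubation, Steady-Glo added, 30 min RT before reading.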
TGFb inhibitor = qHTS for Inhibitors of TGF-b; HepG2 CAGA-GFP TGF-b/SMAD3 reporter, GFP fluorescence, 18 h; TGF-beta stimulated, 500 pg/mL final; Potency, µM (highest dose often 46.1 µM), for inactives: top-dose activity, negative = inhibition, actives largely listed as inhibitors; AID 588855, 2011; hit rate 1.2% among 410,000; further: potency means the concentration at half of the fitted maximal effect; on the % scale 0 is the no-effect control and ±100 the full control effect; nearly all actives have a fitted effect of over 65% in size
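Smad-responsive CAGA-GFP expression was quantified in HEPG2 cells exposed to compounds and 500 pg/mL final TGF-beta for 18 h at 37 degrees C; unstimulated wells defined full inhibition.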
CCT modulator = High-Throughput Screening for Modulators of Cytosolic Chaperonin Activity; AID 651819, 2012; purified chaperonin ATPase assay, HTRF ADP detection, 30 min; activity change, % (concentration not given with the values), hits read low; hit rate 0.3% among 360,000; in the data active means activity change below about -30%; further: on the % scale 0 is the no-effect control and ±100 the full control effect
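TRiC (40 or 20 nM final, by batch activity) in 30 mM Tris pH 7.4, 100 mM KCl, 5 mM MgCl2, 1 mM DTT was treated with compound at 76 uM single dose, then 10 uM ATP, 30 min at 37 °C. ADP was read by HTRF Transcreener.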
HepG2 viability = qHTS for Inhibitors of TGF-b: Cytotox Counterscreen; AID 588856, 2011; hit rate 0.76% among 410,000; HepG2 CAGA-GFP viability, ATP luminescence, 18 h; Potency, µM (series often up to 46.1 µM), without a hit: top-dose activity change, negative = cytotoxicity, usual class: cytotoxic; further: potency means the concentration at half of the fitted maximal effect; some results filed as inactive show a strong effect at the top dose
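HepG2 CAGA-GFP cells (1000/well, DMEM with 1% FBS) received compound, then TGF-beta at 500 pg/mL final, and were incubated 18 hours at 37 degrees C. Viability was read by CellTiter-Glo luminescence. Media-only wells were set as complete cell-killing and DMSO as no toxicity.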
Akt phos inh = HTS Assay for Inhibitors of Akt Phophorylation: Primary Screen; Neuro2A IGF-stimulated pAkt S473 HTRF, 20 min; hits give low values; activity change, % for hits at 50 µM; hit rate 0.32% among 360,000; AID 651550, 2012; in the data active means activity change below about -80%; inconclusive means mostly about -51% to -80%; further: on the % scale 0 is the no-effect control and ±100 the full control effect
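Neuro2A cells (4,500/well, DMEM with 0.5% FBS) were treated with compound at a single 50 µM final concentration, stimulated with 6 nM IGF for 20 min at 37 °C, and lysed. Phospho-Akt Ser473 was read by HTRF as 665/615 ratio ×10^4.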
Abeta yeast res = qHTS for compounds that reverse cellular toxicity of Amyloid beta (A-beta) peptide in yeast: Primary Screen; Potency, µM (highest dose often 46.1 µM), inactives show at the highest dose growth rescue, actives largely listed as activators; AID 1347071, 2019; hit rate 0.063% among 410,000; yeast expressing A-beta42, growth rescue, OD600, 48 h; response scale: 0% DMSO, 100% iron-clioquinol control; further: potency means the concentration at half of the fitted maximal effect; nearly all actives have a fitted effect of over 55% in size
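Yeast growth medium received pinned compounds, then yeast cells expressing toxic A-beta were added; plates incubated at 30 C for 48 hr. Growth read as absorbance at 600 nm, normalized to DMSO and equimolar FeCl3 plus clioquinol controls.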
Mm-Cpn inhibitor = Inhibitors of TCP-1 ring complex (TRiC) of Methanococcus maripaludis (MmCpn): qHTS; AID 504842, 2011; Potency, µM (top dose mostly 76.9 µM), for the others: top-dose activity, negative = inhibition, actives largely listed as inhibitors; hit rate 0.031% among 330,000; purified Mm-Cpn ATPase, ADP Transcreener TR-FRET; Chaperonin Mm-Cpn (Methanococcus maripaludis); further: potency means the concentration at half of the fitted maximal effect; on the % scale 0 is the no-effect control and ±100 the full control effect; nearly all actives have a fitted effect of over 80% in size
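Purified archaeal Mm-CPN (25nM final) preincubated 10 min at 37degC with compound, then 10uM ATP for 30 min at 37degC; ADP measured by HTRF Transcreener TR-FRET; buffer 30 mM TRIS pH 7.4, 100mM KCl, 5mM MgCl2, 1mM DTT.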
A549 viability = Nrf2 qHTS screen for inhibitors: counterscreen for cytotoxicity | A549 ARE-Fluc cells, CellTiter-Fluor viability, 18-24 h | Potency, µM (titrated, usually from 46 µM), for inactives: at the top dose activity change, negative = cytotoxicity, hits mostly inhibitors | hit rate 0.16% among 390,000 | AID 504648, 2011; further: potency means the concentration at half of the fitted maximal effect; on the % scale 0 is the no-effect control and ±100 the full control effect
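A549 ARE-Fluc cells in 5% FBS OPTI-MEM, 5000 cells/well, rested 2 h then exposed to compounds in concentration-response for 18-24 h at 37 °C. Viability by CellTiter-Fluor fluorescence (Ex 405/Em 525) after 30 min; luciferase luminescence (BugLite, 15 min, RT) read afterwards.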
The depositor's hits bear a star; i = inactive; u = inconclusive; x = no result given; & = joins results of further samples; [ ] = remark or other dose. Unless noted, the call rests on the fitted dose curve; in most records, active means well fitted curve in the direction sought with a large enough effect; inconclusive means small, poorly fitted or top-dose-only effect, or another doubt; inactive means no such curve, though single readings can be large; an effect the other way counts as inactive or inconclusive.

Molecule	Nrf2 inh	A549 viability	TGFb inhibitor	Akt phos inh	CCT modulator	Mm-Cpn inhibitor	Abeta yeast res	Nrf2 ARE act	HepG2 viability
CC(=O)Nc1ccc(S(=O)(=O)N2CCN(Cc3ccccn3)CC2)cc1	-11.7%	-1.2%	-4.7%	i	-7.5	-2.7%	-19.1%	0.0%	-4.7%
O=C(CSc1nc2ncc(Cl)cc2[nH]1)NC1CCS(=O)(=O)C1 (stereo not drawn)	-1.3%	1.2%	8.2%	i	1.2	0.0%	-11.0%	0.1%	-19.3%
Cc1ccc2[nH]c(=O)c(COC(=O)C3CCCCC3)cc2c1	-14.9%	1.2%	-2.6%	i	2.1	-13.3%	9.8%	-0.1%	-30.4%
CCOC(=O)C1=C(N)OC2=C(C(=O)CC(C)(C)C2)C1c1ccco1 (stereo not drawn)	1.5%	-2.3%	18.9%	i	-3.1	-0.7%	-20.3%	-0.4%	-1.6%
Cn1nnc2cc(C(=O)Nc3cccnc3)ccc21	-7.8%	-4.7%	-10.2%	i	-0.1	2.4%	3.4%	-1.3%	-2.4%
Cc1oc2cc3oc(=O)c(CC(=O)NCc4ccccc4)c(C)c3cc2c1C	5.9%	4.6%	-4.7%	x	x	x	-14.0%	0.5%	-0.5%
COc1cc2c(cc1OC)C(C1C(=O)CC(C)CC1=O)N(C(=O)CCl)CC2 (stereo not drawn)	0.6%	2.5%	-24.6%	i	-5.0	-3.5%	-1.1%	1.7%	-22.2%
CC1CCCCC1NC(=O)C1CCC(CNS(=O)(=O)c2ccccc2)CC1 (stereo not drawn)	-11.0%	1.6%	3.8%	i	1.6	1.0%	4.3%	0.3%	-1.4%
CCOC(=O)N1CCC(NC(=O)c2cccc3c2C(=O)N(CCOC)C3)CC1	3.0%	-15.6%	-7.1%	i	-0.6	0.8%	10.4%	-0.3%	-8.8%
Cc1cc(C)c2c(N)c(C(=O)Nc3ccc(F)cc3)sc2n1	u	-0.7%	-2.7%	i	-3.6	-3.1%	1.7%	7.5%	-19.6%
O=C(COc1cccnc1[N+](=O)[O-])N1CCc2ccccc21	u	5.2%	-5.0%	i	-3.4	-3.4%	2.2%	0.1%	-15.1%
O=C1c2ccccc2-n2c1nc1ccccc1c2=O	5.17µM*	-19.7%	u	i	-2.5	-4.4%	-42.1%	4.3%	-31.8%

3 records picked at random from those above, as already listed:
Molecule	Nrf2 inh	A549 viability	TGFb inhibitor	Akt phos inh	CCT modulator	Mm-Cpn inhibitor	Abeta yeast res	Nrf2 ARE act	HepG2 viability
Cc1oc2cc3oc(=O)c(CC(=O)NCc4ccccc4)c(C)c3cc2c1C	5.9%	4.6%	-4.7%	x	x	x	-14.0%	0.5%	-0.5%
CC(=O)Nc1ccc(S(=O)(=O)N2CCN(Cc3ccccn3)CC2)cc1	-11.7%	-1.2%	-4.7%	i	-7.5	-2.7%	-19.1%	0.0%	-4.7%
CCOC(=O)C1=C(N)OC2=C(C(=O)CC(C)(C)C2)C1c1ccco1 (stereo not drawn)	1.5%	-2.3%	18.9%	i	-3.1	-0.7%	-20.3%	-0.4%	-1.6%

(list continues)
Molecule	Nrf2 inh	A549 viability	TGFb inhibitor	Akt phos inh	CCT modulator	Mm-Cpn inhibitor	Abeta yeast res	Nrf2 ARE act	HepG2 viability
Cc1nnc(SCC(=O)NNC(=O)c2ccccc2)n1N	0.9%	-5.6%	19.7%	i	0.1	-1.6%	12.1%	-1.0%	16.1%
CCc1ccc(C(=O)CCC(=O)Nc2cccc(S(=O)(=O)N3CCCCC3)c2)cc1	-15.7%	13.7%	-21.4%	i	-1.4	-2.3%	11.4%	-1.0%	-4.4%
CCN(CC)C(=O)C1CC(=O)N(c2ccc(OC)cc2)C1c1ccc(OC)cc1 (stereo not drawn)	-10.9%	-10.7%	8.3%	i	-0.3	1.5%	7.0%	-0.2%	-7.1%
COc1ccc(N(C)S(=O)(=O)c2ccc3c(c2)NC(=O)CC(=O)N3)c(OC)c1	-12.7%	1.3%	-6.6%	i	-0.9	0.4%	-7.5%	-0.3%	-12.2%
CCN(CCCNC(=O)c1cc2c(=O)[nH]c3ccccc3c2s1)c1ccccc1	u	-1.3%	-1.7%	x	x	x	-1.1%	0.2%	-23.6%
Cc1c(NC(=O)c2cccc(NC(=O)c3ccco3)c2)cccc1C(=O)O	6.6%	-6.5%	17.3%	i	-3.7	-0.1%	14.3%	0.3%	-45.5%
CCNC(=O)C1CCCN(C(=O)c2cnc3ccccc3n2)CC1 (stereo not drawn)	x	x	8.5%	i	-0.6	x	9.3%	-0.4%[9.22 µM]	-2.5%
CCN(CC)S(=O)(=O)c1ccc(OC)c(NC(=O)c2ccc(=O)[nH]c2)c1	3.2%	3.5%	-1.8%	i	-0.9	-2.3%	-8.4%	2.7%	1.3%
Cc1ccc(C23CC4CC(CC(C(=O)N5CCN(C)CC5)(C4)C2)C3)cc1	u	19.8%	3.7%	i	-0.8	2.3%	4.2%	-0.2%	-52.4%
CC(=O)C1C(c2cccc(F)c2)NC(=O)NC1(O)C(F)(F)F (stereo not drawn)	-2.4%	28.4%	-0.9%	i	-1.4	-3.8%	0.0%	0.0%	12.4%
CC(=O)Nc1ccc(S(=O)(=O)N2CCN(C(=O)c3ccccc3F)CC2)cc1	-20.6%	x	-13.2%	i	-1.1	3.1%	-7.0%	2.0%	-0.1%
CCCNC(=O)CCc1c(C)nc2nc(-c3cc(OC)cc(OC)c3)nn2c1C	-15.8%&3.0%	-0.2%&-2.8%	-13.9%&2.1%	i	0.0	0.9%	-7.2%&4.7%	0.1%&-0.7%	-17.9%&2.4%
NC(=O)C1CCN(C(c2ccccc2)c2nnnn2C2CCCC2)CC1 (stereo not drawn)	-6.1%	-11.8%	4.2%	i	-1.6	-2.7%	-3.9%	0.0%	-8.4%
CC1CCCC(NC(=O)CCCn2ncn3c(cc4occc43)c2=O)C1C (stereo not drawn)	-12.9%	-7.1%	-0.4%	i	-2.3	1.4%	4.6%	-1.5%	-16.9%
Cc1nn(-c2ccccc2)c(-n2cccc2)c1C(=O)N1CCN(c2ccccc2)CC1	30.1%	3.9%	u	x	x	x	-8.2%	0.1%	-2.4%
CCOc1ccccc1NS(=O)(=O)c1ccc2c(c1)CC(C)N2C(=O)C1CC1 (stereo not drawn)	u	-0.4%	u	x	x	x	16.4%	-0.1%	-26.3%
COC(=O)C1CSc2[nH]c(=O)sc2C1c1ccc(OC)c(OC)c1 (stereo not drawn)	-23.8%	-8.4%	10.7%	i	-1.0	-0.3%	9.7%	-0.1%	-4.6%
Cc1ccc(NC(=O)COC(=O)C2CCN(c3ccc(C(F)(F)F)cn3)CC2)cc1C	-0.4%	-1.7%	-2.3%	i	1.0	-4.2%	7.5%	-0.4%	2.0%
O=c1c(Cl)c(NCc2ccc(F)cc2)cnn1C12CC3CC(CC(C3)C1)C2	u	-11.3%	9.5%	i	-31.1*	-1.3%	8.0%	0.0%	-3.7%
Fc1ccc(CNc2ccn3nc(-c4ccccc4)cc3n2)cc1	x	x	1.4%	i	0.9	x	u	5.2%	-6.8%
CN(C)CCN=Cc1c(O)n(-c2ccc(S(=O)(=O)N3CCOCC3)cc2)c(=O)c2ccccc12	-5.2%	2.3%	-3.4%	i	-5.7	1.4%	-15.6%	0.0%	0.8%
CCOc1ccc2nc(NC(=O)c3cccc(N4C(=O)CCC4=O)c3)sc2c1	x	x	9.0%	i	1.2	x	-5.0%	-0.4%	-35.3%
O=S(=O)([N-]c1nc2ccccc2nc1-[n+]1ccc(-c2ccncc2)cc1)c1ccccc1	u	-3.1%	-2.3%	i	1.2	-1.0%	-5.5%	-0.8%	20.1%
Cc1cccc2c1-c1sc(C(=O)NCc3ccccc3Cl)cc1CO2	-1.8%	0.1%	-5.1%	x	x	x	-17.2%	-1.3%	22.0%
CC(C)[C@H]1CN(C)CCN1Cc1cn(C)nc1-c1cccc(Cl)c1	10.6%	9.3%	25.4%	i	0.1	-0.4%[15.4 µM]	-2.8%	1.1%	7.0%
Cc1ccc(S(=O)(=O)CC(=O)Nc2ccc(S(=O)(=O)Nc3onc(C)c3C)cc2)cc1	0.0%	0.4%	-5.4%	i	-4.7	0.5%	6.8%	-1.1%	-2.2%
Cc1cc(Cl)ccc1NC(=O)CSc1nc2c(c(=O)[nH]1)CCC2	u	-2.5%	x	x	x	x	-12.1%	1.7%	-14.9%
CC(C)/C=C1\CCCCC1N(C)C(=O)NC(C)C (stereo not drawn)	10.7%	-3.4%	0.0%	x	-1.8	-0.9%	7.4%	0.0%	-18.2%
Cc1ccnc(NC(c2ccccc2F)c2ccc3cccnc3c2O)c1 (stereo not drawn)	u	0.0%	u	x	x	x	-76.5%[inhibitor]	-1.1%	-30.4%
CCc1ccccc1NC(=O)c1ccc(F)c(S(=O)(=O)N2CCN(c3cccc(Cl)c3)CC2)c1	x	-0.8%	3.6%	x	x	x	0.6%	-0.7%	1.3%

Assay outcomes deposited in PubChem by National Center for Advancing Translational Sciences (NCATS).
